DT40 TDP1 no CPT – qHTS for Inhibitors of human tyrosyl-DNA phosphodiesterase 1 (TDP1): qHTS in cells in absence of CPT; actives 15% (n = 420,000); Potency, µM (highest dose often 46.2 µM), without a hit: at the top dose activity change, negative = growth inhibition, hits mostly inhibitors; DT40 Tdp1-/- hTDP1 cells, no CPT, ATP luminescence, 48 h; active means well fitted inhibition curve with a large enough effect; inconclusive means small, poorly fitted or top-dose-only effect; further: nearly all actives have a fitted effect of over 55% in size
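Stably hTDP1-transfected Tdp1-null chicken DT40 cells were treated with library compounds minus camptothecin and grown for at least 48 hr at 37 °C, after which cellular ATP was quantified by luminescence.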
An asterisk follows results filed as active; ? = inconclusive; & = joins results of further samples. On the % scale 0 is the no-effect control and ±100 the full control effect; potency means the concentration at half of the fitted maximal effect. Some of the compounds tested; rates above refer to the full screens.

SMILES	DT40 TDP1 no CPT
C#CCN(C[C@@H]1[C@@H](OC(=O)Nc2cccs2)[C@@H](OC(=O)Nc2cccs2)Cn2c(=O)ccc(=O)n21)S(=O)(=O)c1ccc(C)cc1	3.3µM*
CCCCn1c(O)c2n(c1=O)Cc1ccccc1N=C2c1ccc(OC)cc1	?
CC1(C)Cc2cccc(OC(=O)NC3CCCCC3)c2O1	?
Oc1[nH]c2ccccc2c1N=Nc1ccccc1Cl	-25%
COc1cccc(CC(=O)Nc2ccc(N3CCOCC3)c(S(=O)(=O)Nc3ccccc3OC)c2)c1	-14%
Cc1cnc(C)c(-c2cccc3c2OC(CNC(=O)C[C@@H]2C[C@@H](C)NC(=S)N2)C3)n1 (some centres undefined)	0%
O=C(NCCOc1ccccc1)C1Nc2ccc(OC(F)(F)F)cc2C2C=CCC12 (centres undefined)	?
Cn1nc(C(C)(C)C)cc1C(=O)N1CCCCC1c1cc(C(=O)Nc2cccc3c2CCCC3)no1 (centres undefined)	?
O=C(O)c1ccccc1N=Nc1ccc(O)cc1	15µM*
CCc1nc2c(OCCOc3ccc(F)cc3)cccn2c1N(C)C(=O)c1ccccc1F	?
COc1cccc(C(NC(C)=O)c2nc(/C=C/c3ccccc3)cs2)c1 (centres undefined)	?
Cc1cccc(-c2cc(N3CCCN(C)CC3)n3nccc3n2)c1	?
CCCCN1C(=O)C(CC(=O)NCC2CCCCC2)CC(C(=O)N(C)C)=C1C (centres undefined)	-18%
C[C@H]1CN([C@@H](C)CO)C(=O)c2cc(C#Cc3cccnc3)cnc2O[C@H]1CN(C)Cc1ccc(F)cc1	?
CCCc1c(C(=O)N/N=C/C2CC=CCC2)nnn1-c1nonc1N (centres undefined)	-11%
CC1CN(CC(=O)NCc2ccc3c(c2)OCO3)Cc2cc(Cl)ccc2O1 (centres undefined)	-14%
Cn1cnc([N+](=O)[O-])c1S(=O)(=O)Nc1ccccc1	15µM*
Cc1noc(C)c1-c1ccc(C(=O)NCc2ccccc2)c2occc12	?
O=C1C2C3C=CC(C3)C2C(=O)N1c1ncc([N+](=O)[O-])s1 (centres undefined)	12%
COc1ccc(NC(=O)[C@H](C)NS(=O)(=O)c2ccc(NC(C)=O)cc2)cc1Cl	4%
CC(=O)NC(C)(CC(=O)c1ccccc1)c1ccccc1 (centres undefined)	-12%
O=C(O)CCCC1(C(=O)O)CCCC1	-5%
S=c1[nH]nc(SCc2ccccc2)c2[nH]cnc12	4.6µM*
C#Cc1ccc([C@@H]2C=C(C(=O)O)O[C@H](OCC)[C@H]2CCCO)cc1	24%
CC(=O)Nc1ccc(C(=O)N2CCCCC2c2cc(C(=O)Nc3cccc4c3CCCC4)no2)cc1 (centres undefined)	?
CCOC(=O)c1ccc(-c2ccc(N3C(c4cccc(OC)c4)=Cc4ccc(F)cc4C3CC(C)=O)cc2)cc1F (centres undefined)	-17%
CC1(C)C2CC[C@]3(C)C(CC=C4[C@@H]5C[C@@](C)(CO)[C@@H](O)C[C@]5(C(=O)O)CC[C@]43C)[C@@]2(C)CC[C@@H]1O (some centres undefined)	-3%
OC(CN1C=CCc2ccccc21)c1ccc(Cl)cc1Cl (centres undefined)	?
O=C(OCc1cn([C@@H]2C[C@H](c3ccc(Cl)cc3)N(C(=O)c3cccs3)C[C@H]2O)nn1)c1ccccc1	?
COCCNC(=O)C1(C)CCCN(C(=O)c2cccc(C#N)c2)C1 (centres undefined)	0%
O=C(c1cnsn1)N1CCOc2ccc(C(O)C(c3ccccc3)c3ccccc3)cc2C1 (centres undefined)	?
CN(C)c1ccc(C=Nc2ccc(/C=C3\C=Cc4ccccc43)cc2)cc1	?
CCC1C(=O)NCCN1Cc1ccc2c(c1)CN(Cc1ccc(F)c(OC)c1)CCO2 (centres undefined)	-7%
Cc1nc2sc(C(c3ccco3)N3CCc4ccccc4C3)c(O)n2n1 (centres undefined)	?
Cc1nc2c(O)c3c(c(O)c2nc1C)C1C=CC3CC1	0.52µM*
CCCCNC(=O)C1(C)CCN1C(=O)Cc1ccc(OC)cc1 (centres undefined)	-4%
COC(=O)[C@@]1(Cc2ccc(F)cc2)[C@H]2c3cc(C(=O)N(C)C)n(CCc4c[nH]c5ccc(O)cc45)c3C[C@H]2CN1C(=O)c1ccccc1	?
CCCCCCCCN1C(=O)[C@H](CC(=O)N2CCCC2)C[C@@]2(C(=O)OC)CCCCC=C12	18µM*
CCOC(=O)c1c(NC(=O)CN2C(=O)N(C)C3(CCCCC3)C2=O)sc(C(=O)N(C)C)c1C	-7%
CCCCN(C(=O)c1cccc(-n2cnnn2)c1)c1c(N)n(CCCC)c(=O)[nH]c1=O	1%

6 compounds already listed, sorted by formula weight, high to low.
SMILES	DT40 TDP1 no CPT
CCOC(=O)c1ccc(-c2ccc(N3C(c4cccc(OC)c4)=Cc4ccc(F)cc4C3CC(C)=O)cc2)cc1F (centres undefined)	-17%
O=C(OCc1cn([C@@H]2C[C@H](c3ccc(Cl)cc3)N(C(=O)c3cccs3)C[C@H]2O)nn1)c1ccccc1	?
Cc1nc2sc(C(c3ccco3)N3CCc4ccccc4C3)c(O)n2n1 (centres undefined)	?
CN(C)c1ccc(C=Nc2ccc(/C=C3\C=Cc4ccccc43)cc2)cc1	?
OC(CN1C=CCc2ccccc21)c1ccc(Cl)cc1Cl (centres undefined)	?
CC(=O)NC(C)(CC(=O)c1ccccc1)c1ccccc1 (centres undefined)	-12%

More structures follow.
SMILES	DT40 TDP1 no CPT
CCC(C)Cn1cnc2c(Sc3c([N+](=O)[O-])ncn3C)nc(N)nc21 (centres undefined)	23µM*
CCOc1ccccc1NC(=O)c1ccc2c(O)c(S(=O)(=O)c3ccccc3)c(=O)[nH]c2c1	-1%
CCCCNC(=O)C1(C)CCCCN1C(=O)c1cccc(OC(F)(F)F)c1 (centres undefined)	?
NC(Cc1ccc(C(F)(F)F)cc1)c1csc(Nc2nccc(C(F)(F)F)n2)n1 (centres undefined)	?
COC(=O)[C@H](Cc1ccc(O)cc1)NCCCn1cnc(C(=O)Nc2ccc(C)c(C)c2)n1	?
CC(C)COc1ccc(C(=S)N2CCCC2)cc1	?
O=C(NCc1ccc(C(F)(F)F)cc1)C1CC(c2ccc(C(F)(F)F)cc2)=NO1 (centres undefined)	13µM*
Cc1ccc2c(=O)n3c(nc2c1)C(C)NC(=O)c1cccnc1-3 (centres undefined)	-4%
COc1cccc(C(NC(C)=O)c2nc(-c3cccs3)cs2)c1 (centres undefined)	-10%
CCC(=O)c1ccc(OC(=O)c2cccs2)cc1	-20%
SCc1nc2ccccc2[nH]1	10µM*
COc1cc(C=C2CN(C)C(=O)C2=O)ccc1O	-4%
C[C@@H]1CN([C@@H](C)CO)C(=O)CCCn2nncc2CO[C@H]1CN(C)C(=O)Nc1ccccc1F	-18%
O=C(NCc1ccc(F)cc1)c1cc(C2CCCCN2C(=O)c2ccc(Cl)cc2)on1 (centres undefined)	15µM*
COc1ccc(C(O)c2nc(-c3ccccc3OC)cs2)cc1 (centres undefined)	?
COc1cc(CNC(=O)c2cc(-c3ccc(OC)cc3C)n[nH]2)cc(OC)c1	-11%
CCCCCCCCNS(=O)(=O)CCNCCc1ccccc1	?
Cc1ccc([N+](=O)[O-])cc1CN1CCN(c2ncc(Cc3ccccc3)cn2)CC1	?
O=C(O)C(c1ccccc1)C(O)c1ccc2c(c1)OCO2 (centres undefined)	14%
CCCCNC(=O)C1(C)CCCCN1Cc1ccc2ccccc2c1 (centres undefined)	?
CC1(c2nnnn2Cc2ccccc2)CCC(=O)N1Cc1cccnc1 (centres undefined)	-9%
O=C(CSCC(=O)c1ccc([N+](=O)[O-])cc1)c1ccc([N+](=O)[O-])cc1	?
O=C1NC[C@H](CCCCN2C[C@H](Cc3ccc(O)cc3)N(CCc3ccc(O)cc3)C(=O)C2=O)N(CC2CCCCC2)C1=O	-8%
Nc1ccccc1/C=C/c1ccnc2ccccc12	3.2µM*
COC(=O)c1cc(-c2ccccc2)n(CCN)c1C	-17%
Cc1cc(C)n(CCNC(=O)[C@H]2O[C@@H](n3ccc(=O)[nH]c3=O)[C@H](O)[C@@H]2O)n1	0%
C=Cc1cc2c(cc1O)CCC1C2CCC2(C)C(O)CCC12 (centres undefined)	16µM*
COC(=O)[C@]12CCCCC=C1N(CCC1=CCCCC1)C(=O)[C@H](CC(=O)N1CCN(C(=O)c3ccco3)CC1)C2	26µM*
Nc1ccc(CNC(=O)OCC2c3ccccc3-c3ccccc32)cc1	?
CCN1CCCC1CNC(=O)c1cnn(-c2nccc(-c3cc4ccccc4o3)n2)c1C1CC1 (centres undefined)	4.1µM*
CCOC(=O)c1cc(-c2ccc(F)cc2)n(CC(=O)Nc2nccs2)c1C	?
COc1ccc(CN2CC[C@@H]3CN(C(C)=O)[C@H](c4ccccc4Br)C[C@@H]32)cc1	?
CC(O)(c1ccc(F)c(F)c1)c1nc(-c2csc3ccccc23)cs1 (centres undefined)	?
CC1C(=O)N(Cc2cn(Cc3ccco3)nn2)CCS(=O)(=O)N1Cc1ccc(-c2ccc(F)cc2Cl)cc1 (centres undefined)	?
O=C(O)C[C@H]1c2cc(F)ccc2S(=O)(=O)N1Cc1ccccc1	-10%&-6%
O=C1C(Cl)=C(NCCc2ccccc2)C(=O)c2ccccc21	1.5µM*
O=C1c2cccc(Cl)c2C(=O)c2c1cccc2N1CCCC1	?
COc1ccc(OC)c(N2C(=O)c3ccccc3C2c2nnnn2-c2ccc3c(c2)OCCO3)c1 (centres undefined)	?
CN1CCC(OC2c3ccccc3CCc3ccccc32)CC1	?
CCCCCCCCN1C(=O)[C@H](CC(=O)NCc2ccc(OC)c(OC)c2)C[C@@]2(C(=O)OC)CCCCC=C12	21µM*

A second format for some results above:
mol | DT40 TDP1 no CPT
Cc1cc(C)n(CCNC(=O)[C@H]2O[C@@H](n3ccc(=O)[nH]c3=O)[C@H](O)[C@@H]2O)n1 | 0%
C=Cc1cc2c(cc1O)CCC1C2CCC2(C)C(O)CCC12 (centres undefined) | 16µM*
COC(=O)[C@]12CCCCC=C1N(CCC1=CCCCC1)C(=O)[C@H](CC(=O)N1CCN(C(=O)c3ccco3)CC1)C2 | 26µM*
Nc1ccc(CNC(=O)OCC2c3ccccc3-c3ccccc32)cc1 | ?
CCN1CCCC1CNC(=O)c1cnn(-c2nccc(-c3cc4ccccc4o3)n2)c1C1CC1 (centres undefined) | 4.1µM*

Later entries:
SMILES	DT40 TDP1 no CPT
COc1cccc(-c2cnc(-c3ccncc3)nc2C2CCN(C(=O)Cc3csc(C)n3)CC2)c1	?
COc1cc(-c2cc(C)c3cccc(OC)c3n2)cc2c1OCCN(C(=O)CC1NC(=O)c3ccccc31)C2 (centres undefined)	-14%
CCCCNC(=O)C1(C)CCC(=O)N1C1CCN(Cc2ccccc2)CC1 (centres undefined)	3%
COc1cc2c(cc1NC(=O)C(F)(F)F)-c1ccc(NC(=O)C(F)(F)F)cc1C2	-16%
CC(C)NC(=O)N[C@H]1CC[C@H](CC(=O)NCc2ccc(Oc3ccccc3)cc2)O[C@@H]1CO	?
O=S(=O)(c1ccc(F)c(F)c1)N1CCCCCCC1	?
Cc1ccc(S(=O)(=O)Nc2ccc3c(c2)C(=O)N([C@@H](C)CO)C[C@@H](C)[C@@H](CN(C)C(=O)NC2CCCCC2)OCCCC[C@H](C)O3)cc1	-16%
CN(Cc1ccccc1)C(=O)c1cccc(NC(=O)Cc2ccc(NC(=O)C3CCCN(C(=O)CCc4ccccc4)C3)cc2)c1 (centres undefined)	15µM*
CN(C(=O)c1ccc(NC(=O)Cc2ccc(NC(=O)C3CCCN(C(=O)C4CCC4)C3)cc2)cc1)C1CCCC1 (centres undefined)	?
CN(C)c1cccc(-c2cc(Nc3ccc(C(C)(C)C)cc3)ncn2)c1	?
CCCCCCCCS(=O)c1sc2nc3c(cc2c1N)CCCC3 (centres undefined)	?
CCc1nc2ccc(C(=O)Nc3ccc(OC)c(OC)c3)cn2c1N(C)Cc1ccc(OC)cc1	?
CCCCCC[n+]1ccccc1/C=C/c1ccc(N(C)C)cc1	0.052µM*
CCN(CC)c1ccc(N=Nc2ccc(S(=O)(=O)N(C)C)cc2)c(S(=O)(=O)NCC[n+]2ccccc2)c1	-30%
c1ccc(-n2c(Cc3cccnc3)nc3cnccc32)cc1	-3%
CC(=NNC(=O)c1ccncc1)c1cccc(Cl)c1	-20%
CCCn1c(=S)[nH]c2cc(C(=O)N3CCN(c4ccc(F)cc4)CC3)ccc2c1=O	-8%
O=C1C=C(c2ccc3c(c2)OCO3)CCC1	-15%
CCOC(=O)C(=Cc1ccc2c(c1)OCO2)c1ccccc1	?
O=C(NC1CCCC1)C1c2ccccc2OCC(=O)N1Cc1ccco1 (centres undefined)	-5%
C=C(C)C(=O)N1CCN(C(=O)C(=C)C)c2ccccc21	-5%
CC(=O)C[C@@H]1OC[C@H](C)N1S(=O)(=O)c1ccc(C)cc1	2%
O=C(NCc1ccccc1)c1cc(C2COCCN2C(=O)c2ccc3c(c2)CCO3)on1 (centres undefined)	-22%
COC(=O)c1cccc(C(=O)N2CCc3c(C(=O)OC)c(OCc4ccccn4)cc(=O)n3CC2)c1	-13%
CC(=O)N1CCN(c2cc(-c3ccccc3)nc3cc(-c4cccc(Cl)c4)nn23)CC1	10µM*
C#CC1(O)CCC2C3CCc4cc(O)cc(C)c4C3CCC21C (centres undefined)	?
CCCCN1C(=O)NC(c2cccc([N+](=O)[O-])c2)C(C(=O)OCC)=C1C (centres undefined)	?
COc1cccc(C(NC(C)=O)c2nc(-c3csc4ccccc34)cs2)c1 (centres undefined)	?
CC(CNC(=O)CC[C@H]1O[C@@H](n2ccc(=O)[nH]c2=O)[C@H](O)[C@@H]1O)c1ccccc1 (some centres undefined)	8%
